High-throughput results as filed in PubChem BioAssay.
Wnt act: Wnt/beta-catenin pathway activation. Wnt/beta-catenin reporter cell assay, activator, plate reader. activation, % at 9.35 µM. actives 1.2% (n = 300,000). AID 743398; in the data active = activation above about 30%, passing the limit was not always enough; inconclusive = no clear call, values can overlap the other calls;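 also: 0% = neutral control wells and 100% = positive control wells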
HTR5A ag: counter-screen for OPRM1-OPRD1 agonists: human HTR5A agonism; activation, % at 9.3 µM; actives 0.61% (n = 340,000); HTR5A agonist assay, luminescence, cell-based; P47898; in the data active = activation mostly above about 9.5%, no sharp cut-off; inactive = mostly below about 7.6%;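 also: 0% = cells with vehicle only and 100% = reference agonist; strong numbers were not always called active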
Target sequence (P47898 whole entry, looked up): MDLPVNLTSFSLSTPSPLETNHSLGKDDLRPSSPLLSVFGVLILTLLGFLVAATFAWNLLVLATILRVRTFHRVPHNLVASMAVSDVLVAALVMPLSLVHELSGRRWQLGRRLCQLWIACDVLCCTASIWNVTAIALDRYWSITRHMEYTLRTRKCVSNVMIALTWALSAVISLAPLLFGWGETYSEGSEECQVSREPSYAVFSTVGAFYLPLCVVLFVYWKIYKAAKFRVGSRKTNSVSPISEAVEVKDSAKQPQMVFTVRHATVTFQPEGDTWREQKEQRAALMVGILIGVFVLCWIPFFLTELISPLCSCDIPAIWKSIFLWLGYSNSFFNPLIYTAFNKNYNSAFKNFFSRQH
HTR5A inv ctr: inverse agonist of human HTR5A in OPRM1-OPRD1 counter-screen | HTR5A cell line, luminescence, inverse agonism | inhibition, % at 9.3 µM | actives 0.083% (n = 340,000) | AID 504634; in the data active = inhibition mostly above about 23%, no sharp cut-off; inactive = mostly below about 18%;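 also: 0% = cells with DMSO and 100% = no-cell wells with DMSO; some compounds called inactive have numbers as strong as hits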
NSD2 HMT inh: NSD2 (human) methyltransferase inhibition; O96028; NSD2 peptide methylation, AlphaScreen, 120 min; inhibition, % at 12.5 µM; actives 0.54% (n = 310,000); AID 743445; in the data active = inhibition above about 50%
V-ATPase pHluor: regulators of yeast V-ATPase proton transport; S. cerevisiae, pHLuorin cytosolic pH fluorescence; response, % at 10 µM; actives 0.37% (n = 350,000); AID 504577; in the data active = response mostly above about 7.3%, no sharp cut-off; inactive = mostly below about 5.4%; also: actives read high; inactives centre near 0; some compounds called inactive have numbers as strong as hits; reference of the scale not given here
PvdQ acylase: P. aeruginosa PvdQ acylase inhibition. actives 0.063% (n = 340,000). purified PvdQ acylase, fluorescence plate reader. inhibition, % at 10 µM. AID 488965; in the data active = inhibition above about 30%, passing the limit was not always enough; inconclusive = no clear call, values can overlap the other calls;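 also: 0% = vehicle neutral wells and 100% = reference inhibitor wells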
CDK5 inh: inhibitors of human CDK5/p35 kinase. actives 0.01% (n = 330,000). AID 488839. Recombinant CDK5/p35, ADP-Glo luminescence, 60 min. inhibition, % at 10 µM;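 active = highest replicate inhibition of at least 50% and at least 75% of replicates reaching 50%; inconclusive = only one of the two criteria met; inactive = both criteria failed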;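 also: plate controls were DMSO neutral control for no effect and GW8510 at 10 µM for full effect; many of its hits are not listed in these tables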
SR-BI HDL uptake: blocks mouse SR-BI lipid uptake from DiI-HDL; Q61009; ldlA[mSR-BI] CHO cells, DiI-HDL uptake fluorescence, 3 h; inhibition, % at 12.5 µM; actives 0.96% (n = 320,000);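 active = mean replicate inhibition of at least 70% and a set share of replicates each scoring 70 or more; inconclusive = meets just one of the two criteria; inactive = fails both criteria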;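 also: 0% = median of neutral control wells and 100% = median of positive control wells; values of inactives mirror those of a sister screen read the other way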
dFosB act: enhances mouse delta FosB homodimer DNA binding | actives 0.99% (n = 340,000) | purified delta FosB, TAMRA-CDK5 oligo fluorescence polarization; percent of positive-control signal above neutral wells | activation, % at 25 µM | P13346;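 active = mean activation above about 17%, with every replicate also reaching it, limit read from the data, passing the limit was not always enough; inconclusive = only one of the two conditions met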;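 also: fluorescence polarization rise as delta FosB binds a TAMRA Cdk5 AP-1 oligo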
Target sequence (P13346 whole entry, looked up): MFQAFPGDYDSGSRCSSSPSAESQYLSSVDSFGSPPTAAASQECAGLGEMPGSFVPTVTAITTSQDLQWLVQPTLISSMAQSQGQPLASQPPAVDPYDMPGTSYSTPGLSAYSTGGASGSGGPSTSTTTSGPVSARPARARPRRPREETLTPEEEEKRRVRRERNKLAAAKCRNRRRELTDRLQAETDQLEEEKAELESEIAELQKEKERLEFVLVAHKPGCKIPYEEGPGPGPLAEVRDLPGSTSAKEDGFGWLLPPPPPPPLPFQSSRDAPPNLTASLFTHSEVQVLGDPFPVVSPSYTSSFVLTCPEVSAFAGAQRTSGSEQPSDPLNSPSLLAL
MITF act: MITF TRPM1 promoter activation in melanoma cells; SK-MEL-5 TRPM1-promoter luciferase, 24 h; % of positive control, neutral wells = 0; actives 0.75% (n = 300,000); activation, % at 12.5 µM;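 active = mean activation of at least 80% with every replicate also reaching 80%; inconclusive = mean reaches 80% but some replicate falls short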;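 also: 0% = neutral control wells and 100% = parthenolide positive control wells; values of inactives mirror those of a sister screen read the other way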
Active calls of the source: *; ? = inconclusive; nt = not tested or not shown.

SMILES | Wnt act | HTR5A ag | HTR5A inv ctr | NSD2 HMT inh | V-ATPase pHluor | PvdQ acylase | CDK5 inh | SR-BI HDL uptake | dFosB act | MITF act
CC(C)CC(=O)NC(=S)Nc1ccccc1C(=O)Nc1ccccc1 | nt | -6 | 15 | 0 | -1 | -5 | -0.1 | -15 | -5 | 6
O=C(c1ccc(OC2CCN(Cc3ccccn3)CC2)cc1)N1CCCCCC1 | 1 | -3 | 0 | nt | 5 | -3 | -0.6 | nt | -11 | -5
COc1ccc2cnn(-c3ccc(OC(F)(F)Cl)cc3)c(=O)c2c1OC | 18 | 1 | 17 | -5 | -2 | 6 | 2.5 | -29 | -4 | nt
CC1CCN(C2=NC(=O)/C(=C/c3cn[nH]c3-c3ccccc3)S2)CC1 | -3 | 3 | 39 | -1 | -6 | -1 | -0.6 | -21 | -9 | 11
N#Cc1ccc(OCC(O)CN2CCN(CC(O)COc3ccc(C#N)cc3)CC2)cc1 (centres undefined) | -2 | 0 | -1 | 4 | -1 | 0 | 0.5 | nt | 3 | -10
CCOC(=O)Cc1csc(NC(=O)c2cccs2)n1 | nt | 4 | -17 | 2 | 5 | -12 | -5.0 | -2 | -4 | 66
CCCC(=O)c1cc(F)c(N2CCN(S(=O)(=O)c3ccccc3)CC2)cc1C | nt | -7 | 17 | -2 | 4 | -4 | -0.9 | 15 | -5 | 7
C[C@H]1CCC[C@]2(O[C@H](CCO)C[C@@H](O)[C@@H]2O)O1 | 7 | -1 | -24 | nt | -2 | -5 | 1.8 | 4 | -4 | 3
Cc1cc([N+](=O)[O-])nn1CC(=O)Nc1cnc2ccccc2c1 | 0 | 0 | 0 | -3 | -3 | -11 | -1.1 | -6 | -6 | 12
O=C(O)c1ccc(CSCc2ccccc2Cl)o1 | 0 | 1 | -3 | 1 | 2 | -11 | 1.4 | -15 | -9 | 2
CCOCCCNC(=O)/C(C#N)=C/c1ccc(C(=O)OC)cc1 | -1 | 8 | 39 | -2 | 7 | 1 | -0.9 | 0 | nt | 3
CCCCc1c(O)nc(SCC(=O)N2CCOCC2)[nH]c1=O | -1 | 1 | -1 | -1 | -1 | -16 | -0.9 | -17 | 1 | nt
Cc1cccc(NC(=O)N2CCC(C(=O)c3ccc(F)cc3)CC2)c1 | -3 | 9 | -24 | -9 | -4 | 3 | 1.2 | 20 | -2 | -7
Cc1ccccc1NC(=O)Cn1c(=O)n(Cc2ccccc2)c(=O)c2c(C)c(C)sc21 | nt | -3 | 7 | -1 | 1 | -14 | 1.5 | -16 | ? | 13
CCOC(=O)CNC(=O)/C(=C\c1ccc(F)cc1)NC(=O)c1ccccc1 | -1 | 2 | -5 | 8 | 4 | 7 | -0.3 | -2 | -10 | 4
CCn1c(SCC(=O)c2cc(C)n(-c3ccc(C(=O)OC)cc3)c2C)nnc1-c1cccnc1 | -1 | 3 | -1 | 0 | 0 | -4 | 0.1 | 13 | -9 | 7
CCOc1ccc(C/C(N)=N/n2cnnc2)cc1 | -1 | 0 | 0 | 0 | -6 | -17 | 0.5 | -25 | 0 | -9
CC1CCN(C(=O)CCNS(=O)(=O)c2ccc(Cl)cc2)CC1 | -1 | -1 | 4 | -2 | 1 | -12 | 0.7 | nt | 2 | 2
COc1ccc(N(C(=O)c2ccc(Br)o2)C2C=CS(=O)(=O)C2)cc1 (centres undefined) | -3 | -3 | 0 | -1 | 8 | -13 | 1.0 | -21 | -3 | 1
O=C1c2ccccc2NC(c2cc(Cl)cc(Cl)c2O)N1Cc1cccnc1 (centres undefined) | -2 | 1 | -5 | 1 | 0 | -20 | -1.4 | -43 | 1 | 5
O=C(CCc1ccccc1F)N1CCN(c2ccccc2)CC1 | -2 | -3 | -21 | 1 | -1 | -13 | 2.2 | -6 | -7 | 8
CCOC(=O)C1=C(CS(=O)(=O)c2ccc(F)c(C)c2)NC(=O)NC1c1ccc(O)c(O)c1 (centres undefined) | -1 | 2 | -5 | nt | 0 | -2 | -0.7 | -29 | -3 | -7
N#Cc1c(-c2cccs2)cc(C2CC2)nc1SCC(N)=O | nt | 1 | -3 | 0 | 2 | -2 | -1.0 | 6 | 13 | -10
Cc1[nH]c2ccccc2c1C(=O)CSc1nc2ncc(Cl)cc2[nH]1 | -4 | 3 | -8 | -2 | -4 | -15 | 0.3 | 3 | -9 | -16

In a second layout: 6 of the compounds above.
SMILES	Wnt act	HTR5A ag	HTR5A inv ctr	NSD2 HMT inh	V-ATPase pHluor	PvdQ acylase	CDK5 inh	SR-BI HDL uptake	dFosB act	MITF act
CCOc1ccc(C/C(N)=N/n2cnnc2)cc1	-1	0	0	0	-6	-17	0.5	-25	0	-9
CC1CCN(C(=O)CCNS(=O)(=O)c2ccc(Cl)cc2)CC1	-1	-1	4	-2	1	-12	0.7	nt	2	2
COc1ccc(N(C(=O)c2ccc(Br)o2)C2C=CS(=O)(=O)C2)cc1 (centres undefined)	-3	-3	0	-1	8	-13	1.0	-21	-3	1
O=C1c2ccccc2NC(c2cc(Cl)cc(Cl)c2O)N1Cc1cccnc1 (centres undefined)	-2	1	-5	1	0	-20	-1.4	-43	1	5
O=C(CCc1ccccc1F)N1CCN(c2ccccc2)CC1	-2	-3	-21	1	-1	-13	2.2	-6	-7	8
CCOC(=O)C1=C(CS(=O)(=O)c2ccc(F)c(C)c2)NC(=O)NC1c1ccc(O)c(O)c1 (centres undefined)	-1	2	-5	nt	0	-2	-0.7	-29	-3	-7

More structures follow.
SMILES | Wnt act | HTR5A ag | HTR5A inv ctr | NSD2 HMT inh | V-ATPase pHluor | PvdQ acylase | CDK5 inh | SR-BI HDL uptake | dFosB act | MITF act
CCOc1ccc(C(=O)OCC(=O)NC(C)C)cc1 | 0 | 2 | -6 | -2 | -2 | -12 | -0.4 | -2 | -4 | 12
Cc1ccc(NC(=O)CSCC(=O)Nc2ccc(S(=O)(=O)N3CCOCC3)cc2)cc1 | -2 | 2 | 7 | 0 | 5 | -9 | 0.0 | 0 | -11 | 9
COc1cc(C(=O)NCc2ccc(C)cc2)ccc1OC(F)F | nt | 5 | 19 | -2 | -1 | 10 | 3.6 | -2 | -4 | 4
COc1ccc(-c2ccc(-c3cc(=O)oc4cc(OC)c(OC)c(OC)c34)cc2)cc1F | -1 | 2 | -5 | nt | 0 | -8 | 0.5 | -4 | -12 | 24
Cc1cccc(NC(=O)C2CC(=O)N/C(=N/N=C/c3ccco3)S2)c1 (centres undefined) | nt | 2 | -3 | -2 | -4 | 1 | -0.5 | -27 | ? | -1
COc1ccc(NC(=O)C(=O)NCCC2CCCCN2S(=O)(=O)c2ccc(F)cc2)cc1 (centres undefined) | -10 | -1 | 2 | -1 | 0 | -15 | -1.7 | 2 | -2 | -43
Cc1c(C#N)c(O)[nH]c(=O)c1N=Nc1ccc(S(N)(=O)=O)cc1 | 1 | -2 | 7 | 12 | 1 | -3 | 12 | 8 | -11 | -7
Cc1ccc(NC(=O)Cc2ccc(-c3ccccc3)cc2)nc1 | 1 | -1 | 2 | 2 | 2 | 0 | 0.2 | 1 | -2 | -3
CS(=O)(=O)c1ccc(Sc2nc3ccccc3s2)c([N+](=O)[O-])c1 | nt | -2 | 22 | 0 | 1 | -8 | -0.4 | -22 | -1 | -38
Cc1cccc(C)c1NC(=S)N(Cc1cccs1)C1CCCC1 | -1 | 7 | 3 | -3 | -2 | 4 | 0.8 | -7 | -5 | 4
CC1CCN(c2ncnc3c2cnn3-c2ccccc2)CC1 | ? | 7 | -19 | nt | -1 | -2 | 0.6 | 3 | -15 | 60
COc1cc(-c2nnc(COC(=O)c3cc(C)no3)o2)cc(OC)c1OC | -1 | 1 | -1 | -2 | -5 | -9 | -0.6 | 16 | -6 | 5
COc1ccccc1NC(=O)CCN1C(=O)c2ccccc2S1(=O)=O | 0 | 2 | -15 | -2 | 0 | -10 | -5.1 | 4 | -4 | -3
COc1cc(CC(=O)Nc2ccc(S(=O)(=O)N(C)C)cc2)cc(OC)c1OC | nt | 0 | -1 | 0 | 2 | -5 | -0.6 | 11 | -9 | -16
CNc1ccccc1C(C)(C)c1cc(C)[nH]n1 | -2 | -4 | 15 | 0 | 1 | -10 | -1.4 | -10 | -1 | 5
Cc1sc(NC(=O)c2ccccc2)c(C(=O)c2ccccc2)c1C | 0 | -2 | 6 | 2 | 2 | -7 | -2.2 | -10 | -2 | 13
O=C(NCCCN1CCCC1=O)c1ccc2c(c1)OCO2 | 4 | 6 | -1 | 1 | -1 | -12 | -0.8 | -13 | -4 | 0
Cc1cc(C(=O)N/N=C/c2cc(Br)ccc2OC(=O)c2ccccc2)n[nH]1 | -6 | -4 | 11 | 1 | 2 | 3 | -1.5 | 45 | -2 | -37
COc1ccc(-n2nc(C(=O)NCC(=O)N3CCCC3)c3ccccc3c2=O)cc1 | 0 | -3 | 8 | 5 | 2 | -11 | 0.2 | nt | -7 | 12
COc1ccc(Cl)cc1NC(=O)COc1cccc(-n2cnnn2)c1 | nt | -4 | 7 | -1 | 5 | -15 | -0.6 | 57 | 1 | 3
COc1ccccc1NC(=O)Nc1ccc(F)c(F)c1 | -2 | 0 | 0 | -3 | -3 | -5 | -1.4 | 38 | 4 | 6
COc1ccc(OCC(=O)Nc2ccccc2C(=O)Nc2ccc(C(=O)O)cc2)cc1 | 1 | 6 | -13 | -1 | -1 | -24 | 1.4 | -8 | -6 | 6
C=CCn1c(Cc2c[nH]c3ccccc23)nnc1SCC(=O)NCc1ccccc1 | nt | -2 | -15 | -1 | 0 | -13 | -1.0 | 10 | -7 | -5
COc1ccccc1CN(Cc1nc2ccccc2c(=O)[nH]1)C(=O)Nc1ccccc1 | nt | 3 | -24 | 1 | 6 | -5 | -0.3 | -4 | -12 | 6
CCn1c(/C=N/Nc2ccc(C(=O)O)cc2)nc2ccccc21 | 0 | 7 | -15 | 1 | -2 | 4 | -3.3 | -15 | 5 | 20
Cc1ccc(C(=O)CSc2nnc(-c3cccs3)n2C)o1 | -1 | 0 | 1 | nt | 1 | -14 | -1.7 | -6 | 0 | nt
CCN1CCN(C(c2cccs2)C(C)NC(=S)NC2CCCCC2)CC1 (centres undefined) | 1 | 1 | -26 | 7 | 2 | 1 | 0.8 | nt | -12 | 14
O=C1NC(=O)C(Cc2cccc(Oc3ccccc3)c2)S1 (centres undefined) | -2 | -4 | 15 | nt | 1 | -1 | -0.2 | -23 | -1 | 11
O=C(NCC1CCCO1)c1cc(-c2ccccc2F)no1 (centres undefined) | 26 | -1 | 19 | -5 | 2 | -16 | -0.5 | -13 | -1 | 27
Nc1nc(CN2CCN(Cc3ccccc3)CC2)nc(Nc2ccccc2)n1 | -1 | 3 | 6 | 4 | 2 | -25 | 0.8 | -1 | 3 | -11
O=C(NC(=S)NC1CCCCC1)c1ccccc1[N+](=O)[O-] | 1 | 4 | -11 | 2 | -1 | 3 | 1.7 | 3 | -3 | 16
